# CHRM4 antagonist: human M4 muscarinic receptor antagonists, primary screen, CHO cells, Fluo-8 calcium fluorescence | Muscarinic acetylcholine receptor M4 (Homo sapiens), P08173 | CHO-hM4 cells, ACh EC80 | inhibition, % at 3 µM | hit rate 0.73% among 360,000 | AID 624125, 2012;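 active means inhibition above its plate's cutoff, the mean inhibition of sample wells plus 3 SD, cut at about 27% in these data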;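 further: 0% = acetylcholine EC80 with DMSO and 100% = DMSO without agonist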
# CRFR2-BP ag: agonists of CRF-BP/CRF-R2 complex, primary screen, cell-based, HEK293, calcium dye fluorescence, uHTS; CRF-binding protein / CRF receptor 2 complex (human); calcium dye fluorescence (FLIPR); percent of saturating CRF peptide response; activation, % at 13.2 µM; hit rate 0.46% among 350,000; AID 588473, 2011;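 active means activation of at least 50%, plus an integration ratio under a set limit after plate pattern correction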;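 further: plate controls were neutral control wells without compound for no effect and CRF at EC100 for full effect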
# CHRM1 antagonist: human M1 muscarinic receptor antagonists, primary screen, CHO-K1 cells, Fluo-8 calcium fluorescence, 1536-well; Muscarinic acetylcholine receptor M1 (Homo sapiens), P11229; CHO-K1 hM1, ACh EC80 antagonist; inhibition, % at 3 µM; hit rate 1.3% among 360,000; AID 588852, 2011;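 active means percent inhibition above its own plate's cutoff, namely the mean of that plate's compound wells plus 3 SD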;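 further: peak over basal fluorescence ratio during 140 s after agonist addition; 0% = ACh EC80 plus DMSO and 100% = DMSO alone without agonist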
# Target sequence (P11229 whole entry, looked up): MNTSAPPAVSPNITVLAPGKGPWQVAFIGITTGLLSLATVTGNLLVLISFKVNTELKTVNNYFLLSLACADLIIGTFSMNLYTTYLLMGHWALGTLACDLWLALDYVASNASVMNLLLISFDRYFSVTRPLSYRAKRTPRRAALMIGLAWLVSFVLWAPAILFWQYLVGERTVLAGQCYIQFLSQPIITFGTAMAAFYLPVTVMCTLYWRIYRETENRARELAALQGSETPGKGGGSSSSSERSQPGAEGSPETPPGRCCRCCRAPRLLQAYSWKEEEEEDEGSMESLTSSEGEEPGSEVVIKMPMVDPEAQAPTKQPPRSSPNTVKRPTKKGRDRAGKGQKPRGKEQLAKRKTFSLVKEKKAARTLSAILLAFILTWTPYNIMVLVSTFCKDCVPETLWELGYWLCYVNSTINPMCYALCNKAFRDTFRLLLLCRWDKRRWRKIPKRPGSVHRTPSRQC
# CHRM4 agonist: human M4 muscarinic receptor agonists, primary screen, CHO-K1 cells, Fluo-8 calcium fluorescence. Muscarinic acetylcholine receptor M4 (Homo sapiens), P08173. CHO-K1 hM4/Gqi5; vehicle 0%, full acetylcholine response 100%. activation, % at 3 µM. hit rate 0.14% among 360,000. AID 624127, 2012;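 active means activation above the run mean over all test wells plus 3 SD, cut at about 32% in these data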;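 further: peak over basal fluorescence ratio per well then scaled between controls; 0% = DMSO wells and 100% = acetylcholine at EC100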
# CHRM5 PAM: human M5 muscarinic receptor positive allosteric modulators, primary screen, CHO-K1 cells, Fluo-8 calcium fluorescence; CHO-K1 hM5, ACh EC20 PAM; 0% = ACh EC20, 100% = ACh EC100; activation, % at 3 µM; hit rate 0.3% among 360,000; AID 624038, 2012;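 active means activation above the run cutoff, the mean activation of all test compounds plus 3 SD, cut at about 18% in these data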
# Target sequence (P08912 whole entry, looked up): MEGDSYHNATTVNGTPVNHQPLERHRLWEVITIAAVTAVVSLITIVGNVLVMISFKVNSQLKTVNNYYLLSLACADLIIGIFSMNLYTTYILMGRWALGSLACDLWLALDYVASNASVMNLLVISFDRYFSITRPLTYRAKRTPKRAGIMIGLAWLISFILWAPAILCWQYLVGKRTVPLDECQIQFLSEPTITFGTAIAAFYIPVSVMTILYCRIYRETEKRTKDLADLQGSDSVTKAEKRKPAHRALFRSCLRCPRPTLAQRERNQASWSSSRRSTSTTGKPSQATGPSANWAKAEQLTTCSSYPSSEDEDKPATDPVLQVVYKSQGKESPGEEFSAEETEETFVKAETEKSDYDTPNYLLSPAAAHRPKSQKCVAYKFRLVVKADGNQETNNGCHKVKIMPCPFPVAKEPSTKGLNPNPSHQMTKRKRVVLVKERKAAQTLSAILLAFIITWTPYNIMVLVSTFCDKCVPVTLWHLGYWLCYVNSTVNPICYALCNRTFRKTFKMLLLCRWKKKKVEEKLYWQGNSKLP
#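 System: CHO-K1 hM5 cells. Reagent: acetylcholine, EC20 level. Compound dosing: single dose, 3 µM nominal final test concentration. Timing: Post-acetylcholine fluorescence recording 140 s. Detection: Fluo-8 calcium fluorescence. Read-out: % activation, ACh-normalized. Benchmarks: ACh EC20 and EC100 wells. Repeats: singlicate, one well per test compound.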
# CHRM4 PAM: human M4 muscarinic receptor positive allosteric modulators, primary screen, CHO-K1 cells, Fluo-8 calcium fluorescence; hit rate 0.4% among 360,000; activation, % at 3 µM; CHO-K1 hM4/Gqi5, ACh EC20; 0% = ACh EC20, 100% = maximal ACh; Muscarinic acetylcholine receptor M4 (Homo sapiens), P08173;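 active means activation above its plate's cutoff, the mean activation of sample wells plus 3 SD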; further: some results filed as inactive read as strong as hits
# M5 antag: human M5 muscarinic receptor antagonists, primary screen, CHO cells, Fluo-8 calcium fluorescence; Muscarinic acetylcholine receptor M5 (Homo sapiens), P08912; CHO-hM5 cells, ACh EC80; inhibition, % at 3 µM; hit rate 0.59% among 360,000; AID 624040, 2012;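 active means inhibition above a per-plate cutoff, the mean of that plate's test compounds plus 3 SD, cut at about 27% in these data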;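 further: 0% = acetylcholine EC80 with DMSO and 100% = DMSO without agonist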
# M1 PAM: human M1 muscarinic receptor positive allosteric modulators, primary screen, CHO-K1 cells, Fluo-8 calcium fluorescence, 1536-well. Muscarinic acetylcholine receptor M1 (Homo sapiens), P11229. activation, % at 3 µM. hit rate 0.088% among 360,000. AID 588819, 2011. CHO-K1 hM1, ACh EC20; 0% = ACh EC20, 100% = maximal ACh; in the data active means activation above about 19%, passing the limit was not always enough
# M5 ag: human M5 muscarinic receptor agonists, primary screen, CHO-K1 cells, Fluo-8 calcium fluorescence | CHO-K1 hM5 cells; 0% DMSO wells, 100% maximal acetylcholine response | hit rate 0.19% among 360,000 | activation, % at 3 µM | Muscarinic acetylcholine receptor M5 (Homo sapiens), P08912;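 active means activation above the run's mean over test compounds plus 3 SD, cut at about 23% in these data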;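 further: signal is peak over basal fluorescence ratio across the kinetic read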
# The depositor's hits bear a star; . = not tested or not shown.
SMILES,CHRM4 antagonist,CRFR2-BP ag,CHRM1 antagonist,CHRM4 agonist,CHRM5 PAM,CHRM4 PAM,M5 antag,M1 PAM,M5 ag
COc1cccc(/C=N/Nc2snc(SC)c2C#N)c1O,10,69*,9,35*,-14,-12,17,-10,21
CC(NC(=O)c1ccc(-c2ccccc2)cc1)C(c1ccccc1)N1CCOCC1 (centres undefined),-8,0.2,7,0,0,9,-1,-3,0
CCc1ccc(NC(=O)CSc2nc3[nH]ncc3c(=O)[nH]2)cc1,-8,1.1,-7,1,0,0,6,10,-2
COc1cc(NC(=O)CNC(=O)Cn2ccc3ccccc3c2=O)cc(OC)c1OC,1,-0.4,-4,1,-2,3,5,6,-1
COc1ccc(NC(=O)C2(C)Cc3c(-c4cccc(NC(C)=O)c4)ccnc3O2)cc1OC (centres undefined),-1,.,5,2,-5,2,9,12,0
CCc1nn(CC(=O)N2CCC(C(N)=O)CC2)c(=O)c2cc3occc3n12,-8,0.2,4,1,-5,7,14,7,-3
O=C(CCCCCn1c(=O)[nH]c2ccccc2c1=O)N1CCN(Cc2ccc3c(c2)OCO3)CC1,-6,-1.2,-6,9,-6,-3,2,5,3
Cc1nc2ccc(NC(=O)Cc3c(F)cccc3Cl)cc2s1,-2,-2.5,-12,1,4,3,5,12,-4
CCn1c(CNc2ccc(OC)cc2)nnc1SCC(=O)N1CCCc2ccccc21,4,0.4,-4,1,7,-2,-4,3,0
CC(=O)Nc1nc(C)c(CCCOc2ccc([N+](=O)[O-])cc2)c(=O)[nH]1,-7,-0.8,-9,1,5,7,-7,12,-2
CCOC(=O)CCCCCC(=O)Nc1ccc2c(c1)C(=O)N([C@H](C)CO)C[C@H](C)[C@@H](CN(C)S(C)(=O)=O)OCCCC[C@@H](C)O2,-13,0.5,-19,1,2,11,5,14,1
CCOc1ccccc1NC(=S)Nc1ccc2cn[nH]c2c1,0,-0.8,-21,2,3,-9,8,14,-3
C=CCSC1=C(C#N)C(c2ccc(C(C)C)cc2)CC(=O)N1 (centres undefined),-6,1.1,-7,-1,-7,1,9,-2,-4
CC(C)(Oc1ccc(Br)cc1Cl)C(=O)Nc1ccon1,4,-0.9,-2,-2,-3,-1,9,0,-5
Cc1cccc2sc(NC(=O)CSCc3ccccc3)nc12,-8,0.1,-2,3,-8,4,3,-8,-4
COc1ccccc1CCNC(=O)C(C)n1nc(C)c2c(C)n(-c3ccccc3)nc2c1=O (centres undefined),12,-1.3,15,2,-7,-4,24,-7,-8
COc1ccc(NC(=S)NCCCn2ccnc2)cc1,-3,-1.8,-14,1,3,-1,6,2,-4
COc1ccc([N+](=O)[O-])cc1NC(=O)COC(=O)c1ccc(O)cc1,-4,-0.8,-29,2,6,6,-2,6,4
Cc1ccc(NC(=O)C(C)OC(=O)Cc2c[nH]c3ccccc23)cc1 (centres undefined),-12,-4.0,2,2,17,24*,-10,3,-5
CS(=O)(=O)N(CCc1ccccc1)CC(N)=O,3,2.2,0,0,-7,-1,4,3,-5
COc1ccc(NC(=O)CSCC(=O)Nc2cc(Cl)ccc2N2CCOCC2)cc1,-2,-1.3,-12,1,5,2,4,5,-1
O=C(NCC1CCCCC1)C1(CC2CC(c3ccc(Cl)cc3)=NO2)CCNCC1 (centres undefined),6,-0.3,-5,2,0,3,9,6,-3
NC(=O)Cn1c(=O)n(CC(=O)N2CCCCC2)c(=O)c2sccc21,7,0.0,0,0,-2,0,11,1,-2
O=C(O)COc1ccccc1/C=C1\C(=O)Nc2ccc(Br)cc21,4,0.7,-3,0,2,8,-1,2,-3
O=S(=O)(NC(=S)Nc1ccccc1)c1ccc(F)cc1,-1,-5.8,-23,1,-2,-6,7,14,-3
COc1ccc(C(=O)Nn2c(SCC(=O)NCc3ccccc3)nc3ccccc3c2=O)cc1,-2,-0.4,-3,3,-2,-3,2,3,0
CSc1ccccc1OCc1cc(C(=O)N2CCc3sccc3C2)no1,4,1.9,14,16,-11,-11,6,-7,-6
CC(Oc1ccccc1)C(=O)Nc1ccccc1O (centres undefined),21,-1.4,-5,1,-4,-9,2,9,-1
O=S(=O)(c1ccc(Br)cc1)c1nc(-c2ccco2)oc1NCC1CCCO1 (centres undefined),-7,0.8,0,1,-4,0,4,-1,3
CCCc1cc(=O)[nH]c(SCC(=O)NC2(C#N)CCCCC2)n1,-11,-1.0,-13,0,9,23*,1,10,0
CC(=O)NC(Nc1nc2c(s1)CCCC2)(C(F)(F)F)C(F)(F)F,12,0.1,-2,1,4,-2,0,8,-3
CC(C)[C@H](NC(=O)OCc1ccccc1)C(=O)OCC(=O)Nc1c(F)cccc1F,-7,-0.8,1,6,-5,2,-1,2,-1
Cc1ccccc1S(=O)(=O)Cc1ccc(C(=O)NCCN2CCN(Cc3ccccc3)CC2)o1,3,-1.6,-12,1,-2,-4,-2,6,-7
COc1ccccc1CNc1nc(NCc2ccc(C)cc2C)c2sccc2n1,4,.,-7,7,-18,1,15,15,7
CSCCC(C(=O)NC1CCCC1)n1c(C2CC2)nc2ccccc21 (centres undefined),2,.,.,0,1,1,10,.,-3
O=C(N/N=C1\CC2CC=CC12)c1ccc(O)cc1 (centres undefined),-3,-1.1,-6,1,9,-1,-2,10,4
COc1ccc(Cn2c(=N)c(C(=O)NC3CCCCC3)cc3c(=O)n4ccccc4nc32)cc1,1,-0.4,-7,1,3,-4,7,6,-3
CCOCCOc1nc2c(c(=O)n(C)c(=O)n2C)n1Cc1ccc(C)cc1,-9,0.1,-14,1,-1,10,8,19,2
Cc1cccc(N2C(=O)c3ccc(C(=O)Nc4cccc(C(=O)O)c4)cc3C2=O)c1,5,1.0,-9,11,-6,-12,13,8,1
Cc1ccc2c(c1)[C@H]1[C@H](CO2)[C@H](c2ccccc2)[C@]2(C)C(=O)N(CC3CCCO3)CC(=O)N12 (some centres undefined),-2,-1.5,-11,1,2,-1,-1,9,5
CC1(c2nnc(-c3ccncc3)o2)CC(c2ccc([N+](=O)[O-])cc2)=NO1 (centres undefined),6,0.1,10,0,-2,10,4,5,5
COC(=O)[C@H]1C[C@@H]1[C@H](NC(=O)c1cc(C)on1)c1ccccc1,-2,-0.2,6,2,-1,8,10,-2,0
COc1ccccc1-c1cc(C(=O)NN)[nH]n1,12,-0.9,-13,1,0,-6,7,2,0
O=c1[nH]c(=O)n(CCc2ccc(F)cc2)c(O)c1C=NCc1ccc2c(c1)OCO2,7,0.7,-7,1,6,8,-2,10,1
CC(C)OC(=O)c1cc(C(=O)c2cc(Cl)ccc2O)coc1=N,-3,-1.6,-4,1,10,3,5,1,2
COc1cccc(C(C(=O)NC2CCCCC2)N(C(=O)c2ccco2)c2ccc(-n3cnnn3)c(C)c2)c1 (centres undefined),-2,-1.0,-7,0,-5,-1,0,5,-7
Cn1c(=O)c2cc(NC(=S)NC3CCCCC3)ccc2n1-c1ccccc1,1,.,0,4,3,-8,-4,-12,1
CCCc1ccc(C(=O)/C=C/N(C)C)cc1,-13,-1.6,-11,1,1,7,10,9,1
CCNC(=S)NNc1nc(N2CCOCC2)nc(N2CCOCC2)n1,7,-0.7,-5,1,-2,-4,-6,12,-2
Cc1cc(C)c(NC(=O)CSc2nc3ccccc3c(=O)n2CCCN2CCOCC2)c(C)c1,12,-0.9,5,2,-6,0,10,2,0

# Arranged by molecular weight (high to low): three of the compounds above.
SMILES,CHRM4 antagonist,CRFR2-BP ag,CHRM1 antagonist,CHRM4 agonist,CHRM5 PAM,CHRM4 PAM,M5 antag,M1 PAM,M5 ag
O=c1[nH]c(=O)n(CCc2ccc(F)cc2)c(O)c1C=NCc1ccc2c(c1)OCO2,7,0.7,-7,1,6,8,-2,10,1
CC1(c2nnc(-c3ccncc3)o2)CC(c2ccc([N+](=O)[O-])cc2)=NO1 (centres undefined),6,0.1,10,0,-2,10,4,5,5
CCCc1ccc(C(=O)/C=C/N(C)C)cc1,-13,-1.6,-11,1,1,7,10,9,1

# Next results follow:
SMILES,CHRM4 antagonist,CRFR2-BP ag,CHRM1 antagonist,CHRM4 agonist,CHRM5 PAM,CHRM4 PAM,M5 antag,M1 PAM,M5 ag
CCOc1ccc(CCN2C(=O)C(=O)N([C@@H](CC(C)C)CN3CCC[C@H]3CN3C(=O)C(=O)NC[C@@H]3Cc3ccc(O)cc3)C[C@@H]2CC(C)C)cc1,11,.,.,-1,-5,-4,8,.,-3
COc1ccc(CCNS(=O)(=O)c2cccc(C(=O)O)c2)cc1OC,4,-1.4,-18,0,-4,1,-1,6,0
COCCNC(=O)C[C@@H]1C[C@H]2c3cc(NC(=O)Nc4ccc(F)cc4)ccc3O[C@H]2[C@H](CO)O1,-3,-0.7,-4,0,-1,9,-2,6,-1
O=c1[nH][nH]c(-c2ccccc2O)c1C(C[N+](=O)[O-])c1ccc(Cl)cc1Cl (centres undefined),3,1.1,-6,1,-1,6,-2,8,0
COc1ccc(CCNC(=O)Cc2ccc(C)cc2)cc1OC,-11,-0.7,3,1,3,-7,-19,11,4
O=C(Nc1nc2ccc(S(=O)(=O)N3CCCCC3)cc2s1)C1CCCO1 (centres undefined),12,3.6,2,3,0,34*,4,7,2
Cc1ccc(CNC(=O)c2nnc(Cc3ccc(Cl)cc3)o2)cc1,-6,0.8,12,0,-4,-2,13,-2,-4
Cc1ccc(-c2nnn(CC(=O)Nc3ccccc3N3CCOCC3)n2)cc1,-15,-2.4,-37,6,-2,3,-2,19,0
CN1CCN(c2nc(-c3ccc(C(C)(C)C)cc3)nc3ccccc23)CC1,0,1.9,-16,2,4,-2,-1,22,-1
O=C(OCc1nc2ccccc2s1)c1cccs1,-23,-0.1,6,1,2,11,-6,-2,-4
Cc1ccc(CN2[C@@H](CC(C)C)COCCS2(=O)=O)cc1,-1,-0.4,11,-1,6,4,8,-1,-10
Cc1cccc(C)c1-n1c(C)nn(CCOc2ccccc2)c1=O,-17,-0.2,-7,1,6,9,1,4,-8
CC(C)c1ccc(N(CC(=O)NCCCN2CCOCC2)S(=O)(=O)c2ccccc2)cc1,-17,0.1,-12,1,-5,-4,8,1,-2
O=C(c1ccc(F)cc1)N1CCC(N2CCCCCC2)CC1,-10,1.7,26,0,0,1,-9,-11,-7
CCCC(CCC)C(=O)Nc1c[nH]c(=O)[nH]c1=O,-8,-3.0,-6,1,3,16,-8,9,-2
O=C(Nc1ccccc1)c1ccc(S(=O)(=O)Nc2cccc(O)c2)cc1,10,-0.8,1,1,4,-3,-2,2,-2
O=C(CSc1ccccc1)Nc1nnc(COc2ccc(Cl)cc2)s1,1,-1.9,-3,0,1,-4,1,2,-2
CC(C)(Oc1ccc(Cl)cc1)C(=O)Nc1cccnc1,-7,-1.1,-14,1,-3,5,3,8,-1
CCn1c(=O)c(CCC(=O)NCC2CCCO2)c(C)c2c(C)nn(-c3ccccc3)c21 (centres undefined),6,-2.0,3,10,-5,-9,10,-8,-3

# High-throughput results (PubChem)

# Hits appear at their usual frequency (roughly 2.8% active in at least one column).
